Source: PubChem (National Center for Advancing Translational Sciences (NCATS))
SW480 rereplic = A quantitative high throughput screen for small molecules that induce DNA re-replication in SW480 colon adenocarcinoma cells; SW480 DNA re-replication, Hoechst DNA content imaging, 48 h; Potency, µM (highest dose often 46.1 µM), without a hit: at the highest dose re-replication activation, hits mostly activators; 340,000 tested, 1.8% active; also: % of control where 0% means no effect; nearly all actives have a fitted effect of over 55% in size
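Image-based DNA-content assay: after two days of treatment, nuclei were labelled with the DNA dye Hoechst and imaged, and hits were compounds raising the count of nuclei showing high fluorescence intensity.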
GLP1R cytotox = qHTS of GLP-1 Receptor Inverse Agonists: Cytotox Screen. HEK293 cAMP-luciferase reporter cells, luminescence, 24 h. AID 624418, 2012. Potency, µM (doses to about 38.3 µM), for the others: at the top dose activity change, negative = inhibition, hits mostly inhibitors. 410,000 tested, 0.13% active;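 also: loss of luciferase light is scored as toxicity; % is scaled to controls: 0 for no effect and ±100 for the full control effect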
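Compound-treated cells are incubated 24 hr at 37 deg C under 5% CO2 after a 12 hour attachment period, then luciferase detection reagent is added and luminescence is measured following 12 min at room temperature; lowered signal indicates toxicity.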
GLP-1R inv ag = qHTS of GLP-1 Receptor Inverse Agonists (Inhibition Mode); HEK293 GLP-1R CRE-luciferase, luminescence, 24 h; GLP-1R form is constitutively active; Glucagon-like peptide 1 receptor (Homo sapiens), P43220; 410,000 tested, 1.6% active; Potency, µM (highest dose often 38.3 µM), without a hit: at the highest dose activity change, negative = inhibition, actives largely listed as inhibitors; also: % is scaled to controls: 0 for no effect and ±100 for the full control effect; nearly all actives have a fitted effect of over 55% in size
Target sequence (P43220 whole entry, looked up): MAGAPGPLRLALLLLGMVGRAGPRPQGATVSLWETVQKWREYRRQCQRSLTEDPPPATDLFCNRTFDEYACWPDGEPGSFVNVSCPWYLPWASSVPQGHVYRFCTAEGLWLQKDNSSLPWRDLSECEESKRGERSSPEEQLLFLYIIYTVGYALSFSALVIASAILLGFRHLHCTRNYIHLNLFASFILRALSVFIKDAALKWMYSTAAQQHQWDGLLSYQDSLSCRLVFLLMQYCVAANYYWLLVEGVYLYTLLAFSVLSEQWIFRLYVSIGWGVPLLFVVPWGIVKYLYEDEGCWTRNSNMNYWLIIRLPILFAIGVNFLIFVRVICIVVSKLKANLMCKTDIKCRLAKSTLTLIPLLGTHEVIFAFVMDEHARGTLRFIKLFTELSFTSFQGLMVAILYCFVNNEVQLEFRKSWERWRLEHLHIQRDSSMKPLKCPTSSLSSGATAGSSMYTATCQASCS
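Constitutively active GLP-1R drives a cAMP-responsive luciferase in stably transfected HEK293 cells; test compounds are added after overnight (12 h) attachment and left 24 hr, and signal loss in luminescence marks inhibition.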
GLP-1R agonist = qHTS of GLP-1 Receptor Agonists; AID 624172, 2012; Glucagon-like peptide 1 receptor (Homo sapiens), P43220; Potency, µM (titrated, usually from 45.6 µM), without a hit: top-dose activation, usual class: activators; HEK293 GLP-1R CRE-luciferase, luminescence, 4-6 h; cells express a hypersensitive GLP-1R form; 380,000 tested, 0.007% active; also: % of control where 0% means no effect
KB-V1 MDR tox = qHTS assay for MDR1-selective chemotherapeutics: Primary screen using the drug-selected MDR subline cells KB-V1; KB-V1 MDR cells viability, CellTiter-Glo, 72 h; Potency, µM (titrated, usually from 46.1 µM), without a hit: at the top dose activity change, negative = cytotoxicity, usual class: cytotoxic; 400,000 tested, 3.4% active; also: % is scaled to controls: 0 for no effect and ±100 for the full control effect; nearly all actives have a fitted effect of over 60% in size
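In this primary screen, KB-V1 cells overexpressing P-gp are incubated with library compounds (lowest to highest concentration) for 72 h at 37 degrees C before a luminescent ATP viability read.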
HT1080 IDH1KD tx = qHTS for induction of synthetic lethality in tumor cells producing 2HG: qHTS for the HT-1080-IDH1KD cell line. Potency, µM (series often up to 46.1 µM), for the others: top-dose activity, negative = toxicity, actives largely listed as cytotoxic. 360,000 tested, 2% active. HT-1080 IDH1 knockdown viability, ATP luminescence, 48 h. AID 686971, 2013;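 also: 0% = DMSO wells and -100% = cell-free medium wells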
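CellTiter-Glo luminescence after 48 h compound exposure at 37 degrees C of IDH1-knockdown HT-1080 cells in 5% FBS RPMI. %Activity scaled between DMSO wells and cell-free media wells, with curves fitted and assigned curve classes.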
KB-3-1 tox = qHTS assay for MDR1-selective chemotherapeutics: Primary screen using the parental adenocarcinoma cell KB-3-1. KB-3-1 viability, CellTiter-Glo ATP luminescence, 72 h. Potency, µM (doses to about 46.1 µM), without a hit: at the highest dose activity change, negative = cytotoxic, most hits filed as cytotoxic. 400,000 tested, 1.4% active. AID 1347075, 2019; also: % is scaled to controls: 0 for no effect and ±100 for the full control effect; nearly all actives have a fitted effect of over 60% in size
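KB-3-1 parental drug-naive adenocarcinoma cells in DMEM/10% FBS, incubated 72 h at 37 C with pin-transferred compounds across a concentration series. Viability by CellTiter-Glo luminescence; concentration-response curves fitted after normalization.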
TDP43 rescue = qHTS of TDP-43 Inhibitors; TDP-43 expressing yeast growth rescue, BacTiter-Glo, 24 h; Potency, µM (doses to about 46.1 µM), without a hit: top-dose growth rescue (activation), actives largely listed as activators; 410,000 tested, 1.8% active; AID 652104, 2013; also: % of control where 0% means no effect; nearly all actives have a fitted effect of over 50% in size
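Yeast expressing TDP-43 (pregrown in raffinose, seeded at OD600=0.02 in galactose medium) exposed to compounds 24 hr at 30 deg C. Growth read by BacTiter-Glo luminescence; rescue of toxicity appears as increased signal.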
HT1080NT lethal = qHTS for induction of synthetic lethality in tumor cells producing 2HG: qHTS for the HT-1080-NT fibrosarcoma cell line. 360,000 tested, 1.6% active. HT-1080-NT fibrosarcoma viability, CellTiter-Glo ATP luminescence, 48 h. Potency, µM (highest dose often 46.1 µM), for inactives: at the top dose activity, negative = less viability, actives largely listed as cytotoxic. AID 686970, 2013;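 also: NT is the 2HG producing partner of a matched IDH1 knockdown line; 0% = DMSO-treated cells and -100% = media-only wells without cells; nearly all actives have a fitted effect of over 55% in size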
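Fibrosarcoma NT cells, 750 per well in 5% FBS RPMI, were exposed to compound for 48 hours. Viability: CellTiter-Glo luminescence.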
* hit, by the source's call; ? = inconclusive; . = no result given; [ ] = remark or other dose. Calls follow the shape of the dose curve; as a rule, active = well fitted curve in the direction sought with a large enough effect; inconclusive = small, poorly fitted or top-dose-only effect, or another doubt; inactive = no such curve, though single readings can be large; an effect the other way counts as inactive or inconclusive. Potency is read from the fitted curve at half-maximal effect. Compounds were not picked by outcome; about 9.4% have a hit in one of these screens.

SMILES	SW480 rereplic	GLP1R cytotox	GLP-1R inv ag	GLP-1R agonist	KB-V1 MDR tox	HT1080 IDH1KD tx	KB-3-1 tox	TDP43 rescue	HT1080NT lethal
O=C(N/N=C\c1cccc(OC(=O)c2ccco2)c1)c1ccc2c(c1)OCO2	?	4%	-16%	-22%	-29%	-16%	9%	17%	-9%
CCNS(=O)(=O)c1ccc(NC(=O)CC(C)c2ccccc2)cc1 (centres undefined)	13%	6%	-20%	2%	47%	-3%	0%	-23%	-10%
CCCNC(=O)N1CCN(S(=O)(=O)c2ccc(C)cc2)CC1	-1%	-3%	11%	-2%	?	6%	-15%	14%	10%
O=C(c1ccc(C(F)(F)F)cc1)N1CCCCC1	3%	8%	0%	-1%	24%	7%	0%	17%	10%
Cc1ccccc1NC(=O)CSc1nc(-c2ccccc2C)nc2cc(=O)[nH]n12	.	5%	12%	.	29%	.	4%	16%	.
Cc1cc(NC(=O)c2cccs2)n(-c2ccccc2)n1	-9%	21%	52%[activator]	10%	-28%	1%	6%	4%	13%
CCOC(=O)CSc1nnc(NC(=O)c2cccc([N+](=O)[O-])c2C)s1	-10%	6%	13%	-6%	-8%	18%	2%	8%	8%
Cc1cc(C)n(-c2ccc(C(=O)O)cc2)n1	3%	-5%	22%	-2%	21%	-2%	-8%	0%	1%
CCCCCCCCCCCCS[C@H]1CS(=O)(=O)C[C@@H]1O	-8%	2%	11%	-4%	16%	14%	-1%	-4%	-5%
O=[N+]([O-])c1cccc(/C=N/n2c(-c3cccnc3)n[nH]c2=S)c1	-7%	-1%	13%	11%	-3%	7%	-7%	10%	1%
Cc1cc(C)n(-c2ccc(NC(=O)C3CCCCN3C(=O)c3cccs3)cc2)n1 (centres undefined)	-1%	-15%	-28%	7%	?	-9%	-1%	-2%	-7%
CCS(=O)(=O)N1CCc2cc(C(=O)NCc3ccccc3)ccc21	.	-16%	-14%	.	2%	.	-6%	7%	.
CCc1nc(N2CCN(CC(=O)NCC3CCCO3)CC2)c(C#N)c2c1COC(C)(C)C2 (centres undefined)	2%	-6%	7%	13%	-1%	-2%	-2%	18%	-14%
CCC(C)[C@H](NC(=O)C1CC(=O)N(c2ccc(OC)cc2)C1)C(=O)N1CCCCC1 (some centres undefined)	-3%	-1%	-4%	-3%	-8%	14%	3%	3%	0%
COc1ccc(-c2nn(-c3ccccc3)cc2C(=O)N(C)CC(=O)Nc2cccc(F)c2)cc1	-1%	?	?	-4%	-7%	?	-3%	?	-28%
Cn1nc(C(C)(C)C)c([N+](=O)[O-])c1C(=O)NC1CCCCC1	7%	4%	-1%	5%	?	4%	1%	12%	-1%
COc1ccc(NS(=O)(=O)c2ccc(OC)c(NC(=O)CCC3CCCC3)c2)cc1	12%	-2%	?	-2%	-5%	-3%	6%	6%	0%
Cc1cccc(NC(=O)c2ccc(S(=O)(=O)N3CCOCC3)cc2)c1C	-3%	2%	0%	4%	-6%	9%	0%	-1%	24%
O=C(COc1ccccc1/C=C\c1nc(O)c([N+](=O)[O-])c(=O)[nH]1)Nc1ccccc1	2%	-5%	-2%	7%	6%	2%	0%	20%	6%
CCOc1ccc(N2CC(C(=O)Nc3cc(S(=O)(=O)N4CCCCC4)ccc3C)CC2=O)cc1 (centres undefined)	6%	22%	-5%	-3%	18µM*	-2%	-7%	11%	0%
COc1cc(NS(=O)(=O)c2ccc(NC(=O)Cc3ccccc3)cc2)nc(OC)n1	-4%	-11%	0%	2%	17%	12%	1%	-13%	-1%
CCOC(=O)C1(C(C)(C)CC)CC(CSc2nc3ccccc3[nH]2)OC1=O (centres undefined)	1%	-13%	?	7%	0%	-14%	0%	4%	-4%
CCOC(=O)CNC(=O)C(CC(C)C)NC(=O)C1CCCCC1 (centres undefined)	-14%	-20%	3%	2%	12%	3%	15%	13%	7%
CC(=NNC(=O)c1cccs1)c1ccc2c(c1)OCCO2	-30%	2%	21%	9%	3%	10%	26%	4%	-1%
CCCNC(=O)C1(CC2CC(c3ccccc3)=NO2)CCN(C(=O)Cc2ccc(F)cc2)CC1 (centres undefined)	-8%	9%	-5%	3%	-13%	1%	?	-16%	0%

An excerpt of the results above, as a working copy:
SMILES	SW480 rereplic	GLP1R cytotox	GLP-1R inv ag	GLP-1R agonist	KB-V1 MDR tox	HT1080 IDH1KD tx	KB-3-1 tox	TDP43 rescue	HT1080NT lethal
O=C(N/N=C\c1cccc(OC(=O)c2ccco2)c1)c1ccc2c(c1)OCO2	?	4%	-16%	-22%	-29%	-16%	9%	17%	-9%
CCNS(=O)(=O)c1ccc(NC(=O)CC(C)c2ccccc2)cc1 (centres undefined)	13%	6%	-20%	2%	47%	-3%	0%	-23%	-10%
CCCNC(=O)N1CCN(S(=O)(=O)c2ccc(C)cc2)CC1	-1%	-3%	11%	-2%	?	6%	-15%	14%	10%
O=C(c1ccc(C(F)(F)F)cc1)N1CCCCC1	3%	8%	0%	-1%	24%	7%	0%	17%	10%

Additional compounds.
SMILES	SW480 rereplic	GLP1R cytotox	GLP-1R inv ag	GLP-1R agonist	KB-V1 MDR tox	HT1080 IDH1KD tx	KB-3-1 tox	TDP43 rescue	HT1080NT lethal
O=C(CCl)Nc1cn(-c2ccccc2)nc1-c1ccccc1	-52%[inhibitor]	-28%	?	-2%	21µM*	-29%	?	?	?
CCC(=O)N1N=C(c2cccc(NS(C)(=O)=O)c2)CC1c1cccs1 (centres undefined)	-87%[inhibitor]	-9%	-14%	17%	18µM*	0%	27%	-6%	3%
CCNc1nc(NCC)nc(SCCOC(=O)c2ccccc2)n1	-4%[9.22 µM]	-14%	-5%	26%	-18%	1%	23%	?	2%
Cc1cccc(C)c1NC(=O)[C@@]1(CC(=O)O)CC(/C=C/c2ccccc2)=NO1	-12%	-7%	9%	1%	20%	5%	-3%	-10%	12%
CCn1c(SCC(=O)Nc2cc(C)ccc2F)nnc1-c1ccccc1O	.	-19%	?	.	1%	.	-8%	20%	.
CC(C)Cn1c(-c2csc3c2CCCC3)n[nH]c1=S	-8%	4%	?	-5%	21µM*	0%	-19%	?	17%
CCOCCc1nn2c(=O)cc(COC(=O)CNC(=O)c3ccc(F)cc3)nc2s1	.	4%	12%	.	?	.	5%	14%	.
CC(C)c1nc2cc(C(=O)NC(C)c3cnn(C)c3)ccc2o1 (centres undefined)	-5%	0%	13%	-4%	4%	6%	-3%	5%	-4%
O=C(COC(=O)C1CC2CCCC(C1)C2=O)c1cccc(Br)c1 (centres undefined)	-6%	1%	-13%	3%	20%	8%	16%	2%	0%
C=CCN1CN=C(NS(=O)(=O)c2ccc(NC(C)=O)cc2)NC1	-113%[inhibitor]	-2%	9%	-6%	8%	8%	3%	8%	2%
CCN(CC)C(=O)[C@H]1C[C@H](CC(=O)NCc2cccc(C(F)(F)F)c2)C(=O)N2CCc3c([nH]c4cc(CCC(=O)N(C)C)ccc34)[C@]12C	?	3%	2%	-5%	7%	3%	-10%	?	7%
COc1ccc(OC)c(S(=O)(=O)Nc2cc3c(C(C)=O)c(C)oc3c3ccccc23)c1	.	4%	-8%	.	-15%	.	7%	7%	.
CCCCc1cc(=O)oc2c(C)c(OCC(=O)N3C[C@H]4C[C@@H](C3)c3cccc(=O)n3C4)ccc12	21%	29%	3%	-7%	9%	0%	-1%	-10%	0%
CNc1nc(-c2ccccc2)[n+](-c2ccc(C)cc2)s1	28%	7%	30%	4%	-6%	1%	-20%	14µM*	-9%
O=C(/C=C/c1cccc([N+](=O)[O-])c1)N1CCOCC1	-6%	5%	38%[activator]	0%	-12%	28%	-3%	19%	24%
COC(=O)c1ccc(N2CCN(C)CC2)c(NC(=O)c2ccc(Br)o2)c1	?	-15%	56%[activator]	19%	-1%	0%	-2%	12%	10%
CCCCCCNC(=O)CCNS(=O)(=O)c1ccc(C)cc1	-2%	-4%	?	13%	2%	-9%	-4%	-11%[0.397 µM]	7%
Cc1cc2nc3n(c2cc1C)CC1CC(C(=O)NCc2ccco2)N(C)C31 (centres undefined)	?	6%	11%	5%	9%	-3%	0%	17%	16%

Single records, from the list above:
C=CCN1CN=C(NS(=O)(=O)c2ccc(NC(C)=O)cc2)NC1 is listed with SW480 rereplic: -113%[inhibitor]; GLP1R cytotox: -2%; GLP-1R inv ag: 9%; GLP-1R agonist: -6%; KB-V1 MDR tox: 8%; HT1080 IDH1KD tx: 8%; KB-3-1 tox: 3%; TDP43 rescue: 8%; HT1080NT lethal: 2%
CCN(CC)C(=O)[C@H]1C[C@H](CC(=O)NCc2cccc(C(F)(F)F)c2)C(=O)N2CCc3c([nH]c4cc(CCC(=O)N(C)C)ccc34)[C@]12C is listed with SW480 rereplic: ?; GLP1R cytotox: 3%; GLP-1R inv ag: 2%; GLP-1R agonist: -5%; KB-V1 MDR tox: 7%; HT1080 IDH1KD tx: 3%; KB-3-1 tox: -10%; TDP43 rescue: ?; HT1080NT lethal: 7%
Cc1cccc(C)c1NC(=O)[C@@]1(CC(=O)O)CC(/C=C/c2ccccc2)=NO1 is listed with SW480 rereplic: -12%; GLP1R cytotox: -7%; GLP-1R inv ag: 9%; GLP-1R agonist: 1%; KB-V1 MDR tox: 20%; HT1080 IDH1KD tx: 5%; KB-3-1 tox: -3%; TDP43 rescue: -10%; HT1080NT lethal: 12%
